Bioassay records from PubChem BioAssay.
TNAP inhibition: human TNAP enzyme inhibitors, biochemical, luminescent (AID 518); purified TNAP enzyme, luminescent substrate readout; higher % means a stronger effect; inhibition, % at 20 µM, or IC50 in µM where a hit was titrated; 64,000 tested, 0.09% active; in the data active = a potency from the dose series; inactive = the rest, 99 in 100 with inhibition below about 22%;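 note: plate controls were vehicle for no effect and reference inhibitor for full effect; many of its hits are not listed in these tables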
HPDE-C7K KRASV12: viability loss of HPDE-C7K cells – cell-based, fluorescence, HTS, primary screen (AID 431); HPDE-C7K KRASV12 cells, Alamar Blue viability, 48 h; higher % means a stronger effect; cytotoxicity, % at 10 µM; hits with a dose series show EC50 in µM; 63,000 tested, 1.7% active;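 active = compounds whose percent cytotoxicity in the single-dose primary screen, scaled between solvent and toxic-drug controls, exceeds 50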;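 note: 0% = DMSO solvent wells and 100% = doxorubicin-treated wells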
HT1080 cytotoxicity: cytotoxicity in HT1080 fibrosarcoma cells, cell-based, fluorescence readout (AID 620) | one-dose cytotoxicity, % at 10 µM; EC50 in µM for titrated hits | HT1080 viability, fluorescence; higher % means a stronger effect | 87,000 tested, 0.42% active;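 note: cells exposed to compound overnight then 4 h with Alamar Blue; 0% = vehicle DMSO and 100% = killing control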
Spn MK inh: S. pneumoniae mevalonate kinase inhibition; 65,000 tested, 0.48% active; inhibition, % at 10 µM; AID 555; purified MK, PK/LDH-coupled NADH absorbance 340 nm;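 active = ranked among the strongest by inhibition in the single 10 µM screen, a fixed top-ranked set picked for dose follow-up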; note: no value below 0 was filed
LYP inhibition: inhibition of human PTPN22 tyrosine phosphatase – biochemical, DiFMUP fluorescence, recombinant catalytic domain, 10 µM, primary screen (AID 606); recombinant LYP catalytic domain, DiFMUP fluorescence; higher % means a stronger effect; one-dose inhibition, % at 10 µM; IC50 in µM for titrated hits; 52,000 tested, under 10 active;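 active = IC50 under 40 µM in the dose-response test; inactive = IC50 of 40 µM or more, or never dose-tested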
HPDE-C7 cytotoxicity: HPDE-C7 pancreatic duct cell viability loss – fluorescence, HTS (AID 430). HPDE-C7 pancreatic duct cells viability, fluorescence; higher % means a stronger effect. one-dose cytotoxicity, % at 10 µM; EC50 in µM for titrated hits. 63,000 tested, 1.8% active;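 note: cells exposed to compound for 48 hours before viability readout; 0% = vehicle and 100% = reference cytotoxic drug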
Spn DPM-DC inh: blocks S. pneumoniae diphosphomevalonate decarboxylase | purified DPM-DC, PK/LDH coupled NADH fluorescence | calls only at 10 µM | 65,000 tested, 0.49% active;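 active = the 320 compounds with the highest percent inhibition in the single-dose primary screen, excluding strongly autofluorescent ones, cut at about 32% in these data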;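 note: kinetic rate of NADH fluorescence loss reporting ADP formed by the decarboxylase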
Bfl-1 inhibitors: Bfl-1 inhibitors, primary screen, biochemical, fluorescence polarization, FITC-Bid, mouse (AID 432); FITC-Bid BH3 peptide fluorescence polarization displacement; higher % means a stronger effect; one-dose displacement, % at 20 µM; IC50 in µM for titrated hits; 64,000 tested, 0.02% active; in the data active = a potency from the dose series; inactive = the rest, 99 in 100 with displacement below about 15%; note: strong numbers were not always called active
Spn PMK inh: S. pneumoniae PMK inhibition | AID 539 | inhibition, % at 10 µM | 65,000 tested, 0.49% active | purified PMK, PK/LDH-coupled NADH absorbance 340 nm;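 active = top-ranked compounds by inhibition in the single 10 µM screen, taking a fixed number of the strongest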;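 note: 0% = full reaction with DMSO carrier and 100% = background rate without enzyme reaction; no value below 0 was filed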
Spn PMK inh pilot replicates: second read-out of Spn PMK inh, no call of its own (marks repeat the call); inhibition, %; measured here: pilot screen replicates
Spn MK inh pilot replicates: also measured in Spn MK inh; calls as there; inhibition, %; measured here: pilot screen replicates
Spn DPM-DC inh pilot screen %: further read-out of Spn DPM-DC inh, marked with its call; inhibition, %; measured here: pilot screen trials
An asterisk follows results filed as active; i = inactive; nt = no result given. Cut-off read from the data, not from the text of the source, unless noted: active = cytotoxicity above about 50%; inactive = the rest.

SMILES	TNAP inhibition	HPDE-C7K KRASV12	HT1080 cytotoxicity	Spn MK inh	LYP inhibition	HPDE-C7 cytotoxicity	Spn DPM-DC inh	Bfl-1 inhibitors	Spn PMK inh	others
COc1ccc(C(=O)N2c3ccc(F)cc3CCC2C)cc1OC (stereo not drawn)	9%	6%	5%	0	-9%	4%	i	2%	3
CCOC(=O)NCc1ccc2c(c1)OCO2	10%	-14%	8%	1	nt	0%	i	-2%	17
Cn1c(=O)c2c(n(Cc3ccccc3)c1=O)NC(=O)C2CC(=O)N1CCc2ccccc2C1 (stereo not drawn)	8%	5%	0%	4	10%	10%	i	0%	13
CCOC(=O)C(NC(=O)C1CCCN1C(=O)OCc1ccccc1)C(=O)OCC (stereo not drawn)	16%	-1%	39%	3	-15%	6%	i	-1%	11	Spn PMK inh pilot replicates=4.5;Spn MK inh pilot replicates=1.0;Spn DPM-DC inh pilot screen %=2.0
CC(C)NC(=O)NC(=O)CSc1ncc(C(F)(F)F)cc1Cl	8%	4%	8%	5	nt	-2%	i	-7%	0
O=S(=O)(Nc1ccc2c(c1)nc1n2CCOC1)c1ccccc1	1%	-1%	12%	0	nt	8%	i	-4%	0
O=C(CSc1nnnn1-c1ccccc1)Nc1nsc(-c2ccccc2)n1	16%	-25%	-7%	9	15%	-14%	i	-6%	8
O=S(=O)(/C=C/c1ccccc1)N1CCN(c2ccccc2)CC1	5%	13%	-2%	3	nt	-3%	i	1%	0
Nc1ccc(-n2nncc2-c2ccco2)cc1	nt	nt	21%	0	-2%	nt	i	nt	8
CCOC(=O)N1CCN(C(=O)CSc2nc3c(cnn3-c3ccc(Cl)cc3)c(=O)[nH]2)CC1	9%	6%	1%	13	4%	5%	i	3%	0
Cc1ccc(-n2c3c(cc(C(=O)NCCCN4CCOCC4)c2=O)C(=O)CC(C)(C)C3)cc1	15%	3%	-2%	4	-13%	-1%	i	-7%	9	Spn PMK inh pilot replicates=0.0;Spn MK inh pilot replicates=0.5;Spn DPM-DC inh pilot screen %=0.0
Cc1ccc(C)n1-c1cc(S(=O)(=O)N2CCOCC2)ccc1N1CCCC1	-6%	-14%	-3%	2	6%	-13%	i	-17%	6
Cc1cc(=O)oc(C)c1C(=O)N1CCc2c([nH]c3ccccc23)C1C(C)C (stereo not drawn)	4%	0%	-14%	9	-2%	0%	i	1%	8
COc1ccccc1-c1nc(-c2ccc(Br)cc2)no1	5%	-6%	1%	7	12%	-4%	i	-2%	4
Cc1cc(C)n(Cc2ccc(C(=O)NCCC3=CCCCC3)o2)n1	12%	0%	-1%	2	8%	7%	i	4%	0
CSc1nnc([C@@H](NC(=O)OC(C)(C)C)C(C)C)o1	24%	-4%	8%	2	nt	0%	i	-7%	14
O=S(=O)(c1cc(Cl)ccc1Cl)n1nnc2ccccc21	1%	-3%	1%	8	2%	-3%	i	-6%	0
O=C(OCc1nnc(-c2ccccc2)o1)c1ccc2c(c1)OCCO2	18%	5%	0%	0	5%	3%	i	-7%	16
O=C(NCc1cn2ccsc2n1)Nc1ccc(Cl)cc1	5%	3%	6%	4	7%	-10%	i	-8%	6
COc1ccc(-c2nnc3ccc(SCC(=O)NCc4ccco4)nn23)cc1OC	0%	-5%	4%	0	7%	-5%	i	-4%	9

For reference, two of the compounds above:
SMILES	TNAP inhibition	HPDE-C7K KRASV12	HT1080 cytotoxicity	Spn MK inh	LYP inhibition	HPDE-C7 cytotoxicity	Spn DPM-DC inh	Bfl-1 inhibitors	Spn PMK inh	others
O=C(CSc1nnnn1-c1ccccc1)Nc1nsc(-c2ccccc2)n1	16%	-25%	-7%	9	15%	-14%	i	-6%	8
O=S(=O)(/C=C/c1ccccc1)N1CCN(c2ccccc2)CC1	5%	13%	-2%	3	nt	-3%	i	1%	0

The list goes on.
SMILES	TNAP inhibition	HPDE-C7K KRASV12	HT1080 cytotoxicity	Spn MK inh	LYP inhibition	HPDE-C7 cytotoxicity	Spn DPM-DC inh	Bfl-1 inhibitors	Spn PMK inh	others
Cc1cc2c3nonc3ccc2n1C	9%	-22%	32%	6	11%	-21%	i	3%	5
CCOc1ccc(-c2cc(CCCC(=O)NCc3cccnc3)no2)cc1	5%	23%	-6%	5	10%	0%	i	-9%	0
Cc1ccc(SCCNC(=O)C(C)C)cc1	4%	-2%	2%	15	-2%	-6%	i	4%	6
COc1cc(C2/C(=C(\O)c3cc(C)ccc3C)C(=O)C(=O)N2CCN(C)C)ccc1O (stereo not drawn)	6%	-3%	5%	7	-1%	-6%	i	-7%	0
CC(=O)c1cc2c(cc1NC(=O)c1ccc(-n3nc(C)cc3C)cc1)OCO2	14%	16%	9%	4	-3%	2%	nt	2%	15
CN(C(=O)c1cnc(N2CCN(c3ncccn3)CC2)c2ccccc12)c1ccc(Cl)cc1	8%	17%	31%	0	5%	27%	i	-5%	0
Cc1nn2c(N3CCOCC3)c3c(nc2c1-c1ccccc1)CCCC3	1%	8%	-2%	0	nt	0%	i	-4%	1
COc1ccc(OC)c(-n2c(CN3CCC(C(N)=O)CC3)nc3ccccc3c2=O)c1	13%	-1%	3%	9	-3%	3%	i	-2%	2
CN1CCN(C(=O)CSc2nc(-c3cccs3)cc(-c3cccs3)c2C#N)CC1	7%	9.4µM*	28%	7	-2%	10µM*	i	-13%	0
Clc1ccc(Cn2cc(Br)cn2)cc1Cl	16%	-2%	12%	10	-6%	-15%	i	-4%	0
CCCC(=O)Nc1ccccc1NC(=O)CN(C)S(=O)(=O)c1ccccc1	5%	-2%	0%	5	-3%	-1%	i	-8%	6
COc1ccc(Cl)cc1N=Cc1c(O)cc(C)oc1=O	7%	7%	-2%	0	-2%	9%	i	-5%	0
CCOC(=O)c1c(NC(=O)CSc2nnc(-c3ccccc3)n2CC)sc(C(C)=O)c1C	11%	2%	-14%	5	-2%	12%	i	0%	0
NCCCNC(=O)c1cc2ccccc2[nH]1	-1%	-2%	1%	12	8%	-3%	i	-4%	9
Cc1ccc(C)c(CN2CCCNC2=O)c1	10%	-7%	-4%	0	nt	-6%	i	-9%	15
O=C1CCCC2=C1C(c1cccs1)n1ncnc1N2 (stereo not drawn)	4%	-7%	5%	8	-6%	-3%	i	-2%	3
CCOC(=O)N1CCC(NCCNC(=O)c2ccccc2Cl)CC1	5%	1%	5%	0	8%	-7%	i	5%	11
COC(=O)[C@@H](NC(=O)NC1CCN(Cc2ccccc2)CC1)C(C)C	9%	43%	24%	6	0%	6%	i	-7%	0
C=CCn1c(SCc2nnc(-c3ccccc3)o2)nnc1C(O)c1ccccc1 (stereo not drawn)	4%	15%	1%	5	1%	-14%	i	1%	8
CCOC(=O)C(C(=O)N1CCOCC1)C1CCCCC1 (stereo not drawn)	13%	2%	3%	12	14%	-3%	i	0%	15
C=CCN1C(=O)C2(C(C#N)=C(N)Oc3n[nH]c(CCC)c32)c2ccccc21 (stereo not drawn)	8%	0%	-13%	11	nt	-5%	i	4%	11	Spn PMK inh pilot replicates=3.0;Spn MK inh pilot replicates=2.0;Spn DPM-DC inh pilot screen %=0.5
O=S(=O)(Nc1cccc(-c2nc3cccnc3s2)c1)c1ccc2c(c1)OCCO2	8%	50%*	-4%	6	nt	40%	i	-4%	10
CCNC(=O)c1ccc2c(c1)S(=O)(=O)c1ccccc1C2=O	7%	-17%	-8%	4	5%	-5%	i	5%	15
CC(C)c1ccccc1OCCNS(C)(=O)=O	2%	-1%	1%	1	nt	-7%	i	2%	0
CCn1c(SCC(=O)NC)nnc1C(C)C	7%	-17%	6%	7	1%	-16%	i	-4%	14	Spn PMK inh pilot replicates=0.5;Spn MK inh pilot replicates=0.0;Spn DPM-DC inh pilot screen %=1.5
N#Cc1nc(Cc2ccccc2)oc1NCc1ccccc1Cl	21%	-13%	-5%	1	7%	-10%	i	0%	0
O=C(CN(C(=O)CSc1nnc(COc2ccccc2)o1)c1ccc(F)cc1)NC1CCCCC1	4%	8%	5%	7	5%	0%	i	-9%	6
COc1ccc(NC(=O)NCCCN2CCN(c3cc(C)ccc3C)CC2)cc1	8%	14%	nt	3	9%	22%	i	8%	3

Structural class: the compounds so far with a halogen (12)
SMILES	TNAP inhibition	HPDE-C7K KRASV12	HT1080 cytotoxicity	Spn MK inh	LYP inhibition	HPDE-C7 cytotoxicity	Spn DPM-DC inh	Bfl-1 inhibitors	Spn PMK inh	others
COc1ccc(C(=O)N2c3ccc(F)cc3CCC2C)cc1OC (stereo not drawn)	9%	6%	5%	0	-9%	4%	i	2%	3
CC(C)NC(=O)NC(=O)CSc1ncc(C(F)(F)F)cc1Cl	8%	4%	8%	5	nt	-2%	i	-7%	0
CCOC(=O)N1CCN(C(=O)CSc2nc3c(cnn3-c3ccc(Cl)cc3)c(=O)[nH]2)CC1	9%	6%	1%	13	4%	5%	i	3%	0
COc1ccccc1-c1nc(-c2ccc(Br)cc2)no1	5%	-6%	1%	7	12%	-4%	i	-2%	4
O=S(=O)(c1cc(Cl)ccc1Cl)n1nnc2ccccc21	1%	-3%	1%	8	2%	-3%	i	-6%	0
O=C(NCc1cn2ccsc2n1)Nc1ccc(Cl)cc1	5%	3%	6%	4	7%	-10%	i	-8%	6
CN(C(=O)c1cnc(N2CCN(c3ncccn3)CC2)c2ccccc12)c1ccc(Cl)cc1	8%	17%	31%	0	5%	27%	i	-5%	0
Clc1ccc(Cn2cc(Br)cn2)cc1Cl	16%	-2%	12%	10	-6%	-15%	i	-4%	0
COc1ccc(Cl)cc1N=Cc1c(O)cc(C)oc1=O	7%	7%	-2%	0	-2%	9%	i	-5%	0
CCOC(=O)N1CCC(NCCNC(=O)c2ccccc2Cl)CC1	5%	1%	5%	0	8%	-7%	i	5%	11
N#Cc1nc(Cc2ccccc2)oc1NCc1ccccc1Cl	21%	-13%	-5%	1	7%	-10%	i	0%	0
O=C(CN(C(=O)CSc1nnc(COc2ccccc2)o1)c1ccc(F)cc1)NC1CCCCC1	4%	8%	5%	7	5%	0%	i	-9%	6
